HSP90 inh = blocks HSP90-mediated luciferase refolding in reticulocyte lysate; Rabbit reticulocyte lysate, luciferase refolding luminescence, 3 h; inhibition, % at 5.6 µM; 290,000 tested, 0.91% active; AID 1789;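 active = inhibition above the screen-wide mean plus 3 SD, computed separately per campaign, cut at about 16% in these data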;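 also: 0% = DMSO wells and 100% = 60 µM geldanamycin wells; inhibitors lower the luminescence because luciferase stays unfolded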
GSK3B inh = inhibitors of human GSK3beta kinase | P49841 | GST-GSK3beta kinase, ADP-Glo luminescence, 60 min; active compounds read low | activity score (negative = inhibition), % at 10 µM | 300,000 tested, 0.038% active;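 active = more than half of replicate wells score below -50%, meaning over 50% inhibition versus plate controls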;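 also: 0% = median DMSO wells and -100% = median GW8510 positive control wells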
Target sequence (P49841 whole entry, looked up): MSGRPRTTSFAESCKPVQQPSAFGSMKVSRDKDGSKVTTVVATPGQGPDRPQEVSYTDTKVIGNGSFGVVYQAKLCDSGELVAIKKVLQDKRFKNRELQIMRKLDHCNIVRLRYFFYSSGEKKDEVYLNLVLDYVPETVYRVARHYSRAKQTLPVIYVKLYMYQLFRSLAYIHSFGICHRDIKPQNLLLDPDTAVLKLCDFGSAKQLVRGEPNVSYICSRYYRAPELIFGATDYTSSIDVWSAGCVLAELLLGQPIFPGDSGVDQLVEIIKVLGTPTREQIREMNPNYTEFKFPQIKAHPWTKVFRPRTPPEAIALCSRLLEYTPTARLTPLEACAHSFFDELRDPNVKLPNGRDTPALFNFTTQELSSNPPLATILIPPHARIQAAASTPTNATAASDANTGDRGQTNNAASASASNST
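Test system: GST-fused GSK3beta enzyme, cell-free | Quantity: 1.6 ng GST-GSK3beta enzyme per well | Reagent: 25 µM ATP with peptide substrate | Schedule: 60 min enzyme reaction, room temperature | Signal: Luminescent ADP-Glo measurement of ADP formed | Read-out basis: Score relative to plate controls | Control set: DMSO and 20 µM GW8510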
aSyn UTR inh = 5' untranslated region of α-synuclein, MLPCN primary screen; inhibition, % (tested at 7.5 µM); AID 1813; alpha-synuclein 5'UTR reporter, inhibitor activity; 300,000 tested, 0.82% active; in the data active = inhibition above about 60%;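 also: H4 neuroglioblastoma cells stably carrying SNCA 5'UTR luciferase fusion; 0% = DMSO wells and 100% = positive control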
HSF1 inh = HSF1 inhibition; 300,000 tested, 0.77% active; NIH3T3-HGL HSE-luciferase, MG132-induced, luminescence 8 h; active compounds read low; activity change, negative = inhibition, % at 7.5 µM (by protocol);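 active = more than half of replicate wells show activity change below -50%, luminescence cut by over half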;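 also: luciferase reports HSF-1 transcriptional activity via heat shock element; 0% = median of DMSO wells and -100% = zero luminescence signal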
IEC-6 tox = kills IEC-6 intestinal cells in KLF5 counter-screen. IEC-6 cytotoxicity, luminescence viability. inhibition, % at 5 µM. 290,000 tested, 0.78% active. AID 1825; in the data active = inhibition above about 22%;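 also: 0% = plate median of test compound wells and 100% = cytotoxic reference compound wells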
GSK3 alpha inh = blocks human GSK-3 alpha kinase; P49840; ADP-Glo luminescence, 60 min; inhibition, % at 10 µM; 320,000 tested, 0.1% active; AID 2650;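 in the data active = inhibition above about 50%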;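 also: GST-tagged GSK-3 alpha with peptide substrate and 25 µM ATP; 0% = DMSO neutral wells and 100% = GW8510 positive control wells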
Target sequence (P49840 whole entry, looked up): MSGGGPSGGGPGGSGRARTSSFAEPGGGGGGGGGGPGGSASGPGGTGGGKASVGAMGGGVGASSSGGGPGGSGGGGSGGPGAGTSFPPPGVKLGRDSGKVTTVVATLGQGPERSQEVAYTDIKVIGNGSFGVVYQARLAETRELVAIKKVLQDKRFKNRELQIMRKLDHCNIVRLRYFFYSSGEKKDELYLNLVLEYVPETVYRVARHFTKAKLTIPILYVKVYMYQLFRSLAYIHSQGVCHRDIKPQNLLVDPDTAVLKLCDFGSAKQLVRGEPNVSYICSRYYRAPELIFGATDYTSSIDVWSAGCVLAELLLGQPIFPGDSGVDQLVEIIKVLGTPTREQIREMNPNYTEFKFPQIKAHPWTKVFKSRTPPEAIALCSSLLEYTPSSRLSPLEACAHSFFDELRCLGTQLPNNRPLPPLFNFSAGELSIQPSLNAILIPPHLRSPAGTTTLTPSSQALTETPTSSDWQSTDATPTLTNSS
KLF5 inhibitor = kruppel-like factor 5 inhibition; DLD-1 KLF5 promoter-luciferase reporter, luminescence; inhibition, % at 5 µM; 290,000 tested, 0.23% active;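 active = inhibition above a per-plate limit of that plate's mean compound inhibition plus 3 SD, cut at about 60% in these data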;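 also: 0% = DMSO wells and 100% = LY294002 at 200 µM; higher means less KLF5 promoter-driven luciferase light; inactives centre near -14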
HIF activator = HIF pathway transcriptional activation | U2OS HRE-luciferase reporter, luminescence; normalized: DMSO 0%, desferrioxamine 100% | activation, % at 7.5 µM (by protocol) | 300,000 tested, 0.32% active | AID 1910;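 active = mean activation of at least 10% of the iron chelator positive control signal, with at least half of replicates also reaching 10%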
HSF-1 act = increases HSF-1 driven luciferase reporter signal; NIH3T3-HGL HSF-1 luciferase reporter, MG132, 8 h; 100% = twice DMSO control signal; activation, % at 9 µM; 300,000 tested, 1.7% active;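 active = mean replicate activation of at least 50% with a set share of replicates each reaching 50%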;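 also: 0% = median of the neutral control wells and 100% = twice that signal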
AI-2 QS mod = modulates the Vibrio harveyi AI-2 quorum sensing system. Vibrio harveyi JMH597 AI-2 luminescence/OD600 ratio, 9 h; active compounds read low; strain lacks LuxN and CqsS sensors; 0 = neutral-control median. activity change, % at 7.5 µM. 300,000 tested, 0.4% active. AID 2094; in the data active = activity change below about -75%, passing the limit was not always enough;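 also: luminescence divided by OD600 gain over 9 h not by final OD600 alone; inactives centre near 13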
Active calls of the source: *; x = not tested or not shown.

SMILES	HSP90 inh	GSK3B inh	aSyn UTR inh	HSF1 inh	IEC-6 tox	GSK3 alpha inh	KLF5 inhibitor	HIF activator	HSF-1 act	AI-2 QS mod
CC(=O)c1ccc(NC(=O)C(C)OC(=O)C(C)Oc2cccc(C)c2)cc1 (stereo unspecified)	2	-2	-20	-9	-5	-4	22	-0.8	-4	40
CN(C(=O)c1cccc(C#N)c1)c1nnc(-c2ccccn2)s1	-5	1	-57	0	5	1	6	0.2	9	16
Cc1ccc(-c2noc(-c3c(C)noc3C)n2)cc1	2	-3	-44	10	-7	0	-25	0.0	2	5
CC(=O)N(c1ccc(Cl)cc1)c1c[nH]c2ccccc12	1	1	-29	4	-6	3	-32	-0.5	10	33
O=C(COC(=O)c1ccc(F)cc1F)Nc1ccc2[nH]c(=O)[nH]c2c1	2	1	-21	-2	0	0	-8	-0.2	-1	-7
COCc1ccc(C(=O)N2CCCC(C(=O)c3ccc(SC)cc3)C2)s1 (stereo unspecified)	-2	-3	-16	10	1	1	-14	-0.4	19	11
CCOC(=O)c1ccccc1-n1nnnc1C	3	5	11	-1	-4	-1	0	-0.5	-2	-5
Cc1ccsc1/C=N/NC(=O)c1nnn(-c2nonc2N)c1CSc1ccccc1	-3	0	16	0	-1	-1	-26	-0.4	-1	41
Cn1c(=O)c2c(nc(NCCc3ccccc3)n2Cc2ccccc2)n(C)c1=O	-2	-2	5	-4	-2	-2	-1	-0.1	-17	14
COc1ccc(CNC(=O)C2CCN(S(=O)(=O)c3ccc4c(c3)C(C)(C)C(=O)N4C)CC2)cc1	4	1	-3	-84*	-8	1	-31	-0.4	-88	8
CN(C)C(=O)c1cc(C(=O)c2ccc(F)cc2Cl)c[nH]1	-3	-1	-93	6	-2	0	-67	1.9	24	-5
CCCc1c(C)c2cc(C)ccc2[nH]c1=O	-1	3	8	-6	-5	-1	-25	-0.1	-2	0
CCCC(=O)NCc1ccncc1	-2	-1	-5	-7	-1	-2	-2	1.1	-11	26
COc1cccc2c1OCC/C2=N\NC(=O)COc1ccccc1C	5	2	-36	3	-2	-3	-24	0.4	14	16
COc1ccccc1OCC(=O)NC1CCCc2ccccc21 (stereo unspecified)	0	-3	14	1	-7	0	-24	0.0	29	13
O=C(CNC(c1ccccc1)c1ccccc1)Nc1ccc(F)cc1	-3	-3	-2	-8	4	-1	-29	0.1	0	-9
COc1ccc(Br)cc1C(=O)NC(=S)Nc1cc(-c2nc3ccccc3[nH]2)ccc1C	-2	2	-86	6	0	1	-13	-6.0	30	19
Cc1cc(C)cc(NC(=O)C2CCCN(S(=O)(=O)c3ccc4[nH]c(=O)ccc4c3)C2)c1 (stereo unspecified)	-7	2	15	-3	-4	-5	9	-0.3	-20	22
O=C(N/N=C/c1ccccc1Br)c1ccc(CSc2cccc3cccnc23)cc1	1	-2	-42	12	3	-1	-11	0.0	9	14
Cc1ccc(C(OCC(O)CNC(CO)C(O)c2ccc([N+](=O)[O-])cc2)c2ccccc2)cc1 (stereo unspecified)	6	-2	22	9	6	-3	-8	0.0	-4	14
COc1ccc(NC(=O)N(C2CCCCC2)C2CCN(C(C)C)CC2)c(OC)c1	2	4	-10	3	6	x	-26	-0.2	-5	2
COC(=O)C(=N/Nc1ccccc1C(=O)OC)/C(C)=N/O	-4	3	-34	-11	7	-2	4	0.3	-14	8
Cn1c(N)c(C(=O)COC(=O)CNS(=O)(=O)c2cccc(Cl)c2)c(=O)n(C)c1=O	4	-2	12	0	-4	0	-9	-0.6	-6	7
Cc1ccc(NC(=O)CSc2nc(=O)n(CCN(C)C)c3c2CCCC3)cc1Cl	x	2	-4	-2	x	0	x	-0.4	-6	3
COC(=O)c1ccc(N2CCOCC2)c(NC(=O)c2cccnc2)c1	0	-6	5	-4	-4	-1	-4	0.3	-16	9
Continued:
SMILES	HSP90 inh	GSK3B inh	aSyn UTR inh	HSF1 inh	IEC-6 tox	GSK3 alpha inh	KLF5 inhibitor	HIF activator	HSF-1 act	AI-2 QS mod
Cc1ccc(CNC(=O)c2ccc(Br)o2)cc1	-1	1	9	0	-4	0	-33	0.6	10	-46
CCN(CCCNC(=O)COc1cc(=O)n(C)c2ccccc12)c1ccccc1	1	0	20	41	1	-1	-17	0.1	37	12
CC(=O)NCCC(=O)Nc1nc(C)c(Cc2ccc3c(c2)OCO3)s1	-5	0	-2	-4	2	-3	-19	0.2	14	15
COC(=O)COc1ccc(S(=O)(=O)N2CCN(c3ccccc3)CC2)cc1	-2	3	3	-6	2	0	-19	-0.4	18	42
CCN(CC(=O)Nc1ccc(C(=O)Nc2ccc(OC)cc2)cc1)Cc1nc2ccccc2c(=O)[nH]1	5	-3	28	-2	13	x	-10	-0.5	10	21
CCOC(=O)C1=C(COC(=O)c2cc(OC)c(OC)cc2[N+](=O)[O-])NC(=O)NC1C (stereo unspecified)	x	3	19	1	x	-2	x	0.3	3	22
NC1=NC(=O)C(Cc2cc(Cl)ccc2Cl)S1 (stereo unspecified)	0	-4	24	-7	6	1	-8	0.9	27	23
CCCOC(=O)c1ccc(Oc2cn[nH]c2-c2ccc(OCC)cc2O)cc1	1	-4	-4	1	2	-1	11	-3.1	14	40
COc1ccc(NC(=O)c2ccc3c(c2)C(=O)N(CC2CCCO2)C3=O)c(OC)c1 (stereo unspecified)	-3	1	12	1	-4	2	-6	-0.5	31	-2
O=C(COC(=O)C12CC3CC(CC(O)(C3)C1)C2)Nc1ccccc1OC(F)F	7	-2	-6	-1	0	-1	-6	0.0	-13	5
O=C(NCC(c1ccco1)N1CCN(c2ccccc2)CC1)c1ccc2c(c1)OCO2 (stereo unspecified)	2	3	-5	-3	-10	-2	3	-0.1	1	12
CC(=O)Nc1ccc(N2C(=O)CSC2c2cccc([N+](=O)[O-])c2)cc1 (stereo unspecified)	-1	3	24	-8	-11	1	6	0.4	-8	0
O=C(Nc1nnc(CCN2CCCCC2)s1)c1ccccc1	4	3	-13	3	-1	0	-19	1.0	6	37
CCC1=NN2C(=N)/C(=C\c3ccc(SCc4ccco4)o3)C(=O)N=C2S1	-7	0	-6	-2	-10	-1	-48	0.3	9	33
CCOC(=O)c1ccc(N2C(=O)C3ON(c4ccccc4)C(c4ccco4)C3C2=O)cc1 (stereo unspecified)	3	1	11	4	-9	-2	-45	-0.3	17	-7
CN(CC1CCN(CCc2cccc(C(F)(F)F)c2)CC1)C(=O)c1ccc(F)cc1	1	-2	11	-2	1	-3	-5	-0.4	18	16
Cc1ccc(N(CC(=O)NCC2CCCO2)S(C)(=O)=O)cc1Cl (stereo unspecified)	0	0	11	11	-2	0	-2	0.1	-1	-1
CC1=NN(C(=O)c2ccccc2)C(O)(c2ccc(Br)cc2)C1 (stereo unspecified)	-1	0	-6	43	6	-1	-152	1.1	83*	38
Cc1ccc(-n2c(N)c(C#N)c(-c3ccccc3)c(C#N)c2=O)cc1	4	1	12	-5	-6	-3	-36	0.0	-5	20
Nn1c(SCC(=O)NC2CCCc3ccccc32)nnc1-c1cccs1 (stereo unspecified)	0	-1	-11	5	2	3	0	0.9	26	14
O=C(NC1CCCCC1)c1ccc(S(=O)(=O)NCc2ccco2)cc1	-1	3	9	-4	3	-2	-31	-0.3	2	28
O=c1c2ccccc2ncn1-c1ccccc1F	2	-1	-6	5	-2	-1	-5	0.4	3	15
COc1ccc(C(C(O)C(=O)c2c[nH]c3ccccc23)N2CCN(c3ccccc3)CC2)cc1 (stereo unspecified)	-1	-1	24	3	1	0	-32	0.4	11	-6
CCOC(=O)C(=O)Nc1cc(C)nn1-c1nc2ccccc2[nH]1	-3	1	-16	4	-1	1	-12	0.2	0	34
Nc1ccccc1SC1CC(=O)N(c2ccccc2Cl)C1=O (stereo unspecified)	2	0	-5	4	-5	-2	-41	0.4	17	26

Entries of single compounds from above. Values in the order: HSP90 inh	GSK3B inh	aSyn UTR inh	HSF1 inh	IEC-6 tox	GSK3 alpha inh	KLF5 inhibitor	HIF activator	HSF-1 act	AI-2 QS mod
`CC(=O)NCCC(=O)Nc1nc(C)c(Cc2ccc3c(c2)OCO3)s1` is listed as -5	0	-2	-4	2	-3	-19	0.2	14	15
`Cc1ccc(-n2c(N)c(C#N)c(-c3ccccc3)c(C#N)c2=O)cc1` is listed as 4	1	12	-5	-6	-3	-36	0.0	-5	20
`CN(CC1CCN(CCc2cccc(C(F)(F)F)c2)CC1)C(=O)c1ccc(F)cc1` is listed as 1	-2	11	-2	1	-3	-5	-0.4	18	16
`O=c1c2ccccc2ncn1-c1ccccc1F` is listed as 2	-1	-6	5	-2	-1	-5	0.4	3	15
`COC(=O)COc1ccc(S(=O)(=O)N2CCN(c3ccccc3)CC2)cc1` is listed as -2	3	3	-6	2	0	-19	-0.4	18	42

Going on with the list.
SMILES	HSP90 inh	GSK3B inh	aSyn UTR inh	HSF1 inh	IEC-6 tox	GSK3 alpha inh	KLF5 inhibitor	HIF activator	HSF-1 act	AI-2 QS mod
O=c1c2cc(Br)cc(Br)c2oc2nc3n(c(=O)c12)CCCS3	5	-1	-9	0	1	0	-8	-0.1	32	0
CN(NC(=O)c1ccccc1F)c1ccc([N+](=O)[O-])cn1	-6	1	15	11	-3	0	-25	1.4	25	29
CCOC(=O)c1nc(Nc2ccc(Nc3ccccc3)cc2)c2ccccc2n1	0	-1	-48	4	-11	x	-40	0.5	1	-5
COc1ccc(C(=O)Nc2cc(C)nn2-c2nc3ccccc3[nH]2)c(OC)c1	2	-3	-10	-12	-2	-1	-14	-0.2	-14	42
Nc1ccc2nc(-c3ccccc3)sc2c1	37*	-5	47	5	6	-1	43	-3.6	14	26
COC(=O)CSc1nnc(CCc2nc3ccccc3[nH]2)n1C	0	3	8	-29	2	-3	-13	-0.1	-47	6
Cc1nc(C)c(C(=O)NNS(=O)(=O)c2ccccc2)s1	-2	-5	-8	0	-4	0	-5	0.0	-7	22

HSF-1 act, hit marks shown above
| SMILES | HSP90 inh | GSK3B inh | aSyn UTR inh | HSF1 inh | GSK3 alpha inh | KLF5 inhibitor | HSF-1 act | AI-2 QS mod |
| --- | --- | --- | --- | --- | --- | --- | --- | --- |
| CC1=NN(C(=O)c2ccccc2)C(O)(c2ccc(Br)cc2)C1 (stereo unspecified) | -1 | 0 | -6 | 43 | -1 | -152 | 83* | 38 |

Grouped by structure: the compounds so far with a furan ring, fused or not.
SMILES	HSP90 inh	GSK3B inh	aSyn UTR inh	HSF1 inh	IEC-6 tox	GSK3 alpha inh	KLF5 inhibitor	HIF activator	HSF-1 act	AI-2 QS mod
Cc1ccc(CNC(=O)c2ccc(Br)o2)cc1	-1	1	9	0	-4	0	-33	0.6	10	-46
O=C(NCC(c1ccco1)N1CCN(c2ccccc2)CC1)c1ccc2c(c1)OCO2 (stereo unspecified)	2	3	-5	-3	-10	-2	3	-0.1	1	12
CCC1=NN2C(=N)/C(=C\c3ccc(SCc4ccco4)o3)C(=O)N=C2S1	-7	0	-6	-2	-10	-1	-48	0.3	9	33
CCOC(=O)c1ccc(N2C(=O)C3ON(c4ccccc4)C(c4ccco4)C3C2=O)cc1 (stereo unspecified)	3	1	11	4	-9	-2	-45	-0.3	17	-7
O=C(NC1CCCCC1)c1ccc(S(=O)(=O)NCc2ccco2)cc1	-1	3	9	-4	3	-2	-31	-0.3	2	28

Compound activity deposited in PubChem BioAssay by several laboratories.
